HCV NS3 hel inh = blocks Hepatitis C virus NS3 helicase unwinding; actives 0.56% (n = 290,000); inhibition, % at 10.9 µM; NS3 helicase DNA unwinding, Cy5 molecular beacon fluorescence;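 active = inhibition above the mean of all tested compounds plus 3 SD, set per campaign, cut at about 35% in these data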;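 note: 0% = DMSO wells and 100% = thioflavine S control wells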
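Material: hepatitis C virus NS3 helicase domain fragment enzyme; measured by: Cy5 fluorescence, 0 and 60 min reads; control set: DMSO and thioflavine S; incubation: 60 min unwinding reaction at 25 °C after ATP addition; read-out basis: % inhibition from 60/0 min fluorescence ratio, DMSO 0%, thioflavine S 100%; repeats: singlicate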
PfM18AAP inh = PfM18AAP enzyme inhibition. AID 1822. actives 1.2% (n = 290,000). recombinant PfM18AAP, H-Glu-NHMec fluorogenic cleavage. inhibition, % at 7.35 µM;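 active = inhibition above the campaign mean inhibition over all tested compounds plus 3 SD, cut at about 28% in these data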;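 note: 0% = plate median of test compound wells and 100% = 2 mM ZnCl2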
NALP1 yeast inh = inhibitors of NALP1 inflammasome in yeast; S. cerevisiae NALP1/ASC/caspase-1 growth, X-gal OD620, 72 h; inhibition, % at 10 µM; actives 0.61% (n = 280,000); AID 2071; in the data active = inhibition mostly above about 24%, no sharp cut-off; inactive = mostly below about 32%; note: some compounds called inactive have numbers as strong as hits
MEKK2mut PB1 HTS = signal of MEK5 binding to mutant human MEKK2 PB1 domain; bead flow cytometry, Alexa488-MEK5 binding to MEKK2 mutant; actives 0.35% (n = 290,000); percent response, % at 10 µM; in the data active = percent response above about 24%, passing the limit was not always enough; note: inactives centre near 1; some results filed as inactive read as strong as hits
MEKK2 WT-MEK5 = raises or lowers MEK5 binding to wildtype human MEKK2 PB1 domain. Q9Y2U5. bead flow cytometry, Alexa488-MEK5 binding to MEKK2 WT; actives lie on both sides. binding response (% of control), % at 10 µM. actives 1.1% (n = 290,000). AID 1531; in the data active = binding response below about 67% or above about 130%
VIM-2 inhibitor = inhibitors of Pseudomonas aeruginosa VIM-2 metallo-beta-lactamase; purified VIM-2, nitrocefin hydrolysis, epi-absorbance fluorescence; inhibition, % at 5.6 µM; actives 0.89% (n = 290,000);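 active = inhibition above the mean of all tested compounds plus 3 SD, cutoff set per screening run, cut at about 7.5% in these data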;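 note: red hydrolysis product quenches plate fluorescence so inhibitors raise well fluorescence; 0% = enzyme with DMSO and 100% = DMSO without enzyme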
DNA FID counter = fluorescent intercalator displacement, NS3 helicase counter-screen | DNA fluorescent intercalator displacement, fluorescence | inhibition, % at 7.9 µM | actives 0.17% (n = 290,000) | AID 1845; in the data active = inhibition above about 37%;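 note: 0% = vehicle and 100% = reference compound; higher means more ethidium bromide displaced from hairpin DNA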
UBC9 SUMO inh = inhibitors of human SUMOylation (UBC9) | HTRF SUMOylation assay, SAE1/SAE2 + UBC9, in vitro | inhibition, % at 35 µM | actives 0.36% (n = 290,000); in the data active = inhibition above about 50%, passing the limit was not always enough; note: strong numbers were not always called active
Target sequence (P63279 whole entry, looked up): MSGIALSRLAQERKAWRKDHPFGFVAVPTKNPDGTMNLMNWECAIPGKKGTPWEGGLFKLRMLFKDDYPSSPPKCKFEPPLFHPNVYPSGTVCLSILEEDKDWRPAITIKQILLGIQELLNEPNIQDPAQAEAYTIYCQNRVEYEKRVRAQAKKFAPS
IMP-1 inhibitor = inhibitors of Pseudomonas aeruginosa IMP-1 metallo-beta-lactamase. purified IMP-1, nitrocefin hydrolysis, epi-absorbance fluorescence. inhibition, % at 5.6 µM. actives 0.45% (n = 290,000). AID 1556;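 active = inhibition above the mean plus 3 SD of all compounds in the same screening run, cut at about 4.5% in these data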;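 note: 0% = IMP-1 with DMSO and 100% = DMSO wells lacking enzyme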
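Test system: recombinant IMP-1 enzyme, purified / Medium: HEPES buffer pH 7.1 with ZnSO4 and Brij 35 / Doses: single dose, 5.6 µM / Times: 25 °C, 15 min preincubation, 25 min reaction / Detection: Epi-absorbance via hydrolysed-nitrocefin quenching of white-plate fluorescence, 480/530 nm, EDTA stop / Evaluation: percent inhibition from optical density relative to buffer-blank wells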
* hit, by the source's call; · = not tested or not shown; [ ] = dose if it differs, or a comment.

Order of values – HCV NS3 hel inh	PfM18AAP inh	NALP1 yeast inh	MEKK2mut PB1 HTS	MEKK2 WT-MEK5	VIM-2 inhibitor	DNA FID counter	UBC9 SUMO inh	IMP-1 inhibitor
- O=C1Nc2cccnc2Sc2ccccc21
    -2.9	-1.9	22.6	2.0	99.0	-1.3	-1.8	21.6	-1.2
- CC(=O)/C(N=Nc1cc2c(c([N+](=O)[O-])c1C)C(C)(C)CC2(C)C)=C(\C)O
    1.8	-15.6	12.8	-7.0	95.0	-0.2	-4.9	12.6	-1.0
- CC(C)Oc1ccc(C(=O)NC2CCCCC2)cc1
    7.7	12.9	13.0	1.0	98.0	3.6	-25.3	9.9	-1.1
- O=C(OCC(=O)N(Cc1ccccc1)C1CCS(=O)(=O)C1)c1cc2c(s1)CCCC2 (stereo not drawn)
    -0.7	2.2	34.3	-1.0	95.0	-3.5	-27.9	1.1	-6.6
- CCN(CC)C(=O)Cn1cc(C(=O)C(=O)N2CCN(c3ccc([N+](=O)[O-])cc3)CC2)c2ccccc21
    13.0	6.4	12.3	9.0	109.0	-0.5	-44.4	16.3	-1.8
- CC(C)Cc1ccc(CN2CCCC(NC(=O)c3ccoc3)C2)cc1 (stereo not drawn)
    2.4	2.7	10.2	8.0	110.0	-0.6	2.4	-0.9	-0.5
- Cn1c(N)c(C(=O)COC(=O)c2ccc(Cl)c(S(=O)(=O)N3CCCC3)c2)c(=O)n(C)c1=O
    4.7	3.6	·	-14.0	96.0	-1.5	-22.7	13.3	-3.0
- O=C(O)c1cc(-c2cccc3ccccc23)nc2ccccc12
    8.7	-1.7	13.8	4.0	103.0	-1.5	-4.1	18.0	-2.8
- O=C(CCN1CCOCC1)NNC(=S)NC(=O)c1ccc(Br)cc1
    0.4	29.6*	-11.5	0.0	106.0	-2.7	-15.3	-14.0	-2.8
- CCOc1ccccc1NC(=O)CCS(=O)(=O)c1cccc2nsnc12
    -1.9	-5.0	6.6	-2.0	95.0	-2.7	-10.8	9.1	-4.9
- COc1cc(/C=C/C(=O)NCC2CCCCC2)cc(OC)c1OC
    -10.2	-6.9	11.8	0.0	101.0	1.9	-31.0	13.5	0.0
- O=C(NCCc1csc(-c2cccnc2)n1)c1ccccc1Br
    -8.6	-8.3	·	-7.0	94.0	1.0	-11.8	3.6	-0.4
- O=C(N/N=C/c1cccn1-c1ccccc1)c1ccncc1
    -0.8	2.2	-1.2	-3.0	100.0	-2.5	-5.2	7.1	-2.1
- O=C1C2CCCN2C(c2ccccc2)N1c1ccc(Cl)cc1 (stereo not drawn)
    -5.6	-3.5	9.1	-1.0	95.0	0.2	0.0	13.9	-0.6
- O=C(O)CCCn1cc(NC(=O)COc2ccccc2[N+](=O)[O-])cn1
    5.9	0.4	2.1	-35.0	99.0	-2.8	-2.1	11.9	-0.7
- O=C(CN1CCN(c2ccccc2F)CC1)N1CCc2ccccc21
    2.9	2.7	19.3	-3.0	101.0	-1.4	-15.5	15.3	-3.5
- COc1ccc(Cl)cc1S(=O)(=O)N1CCN(C)CC1
    ·	·	-5.1	2.0	101.0	·	·	16.5	·
- N#CCCSCc1ccc(C(=O)O)o1
    3.3	-10.9	14.1	4.0	110.0	-2.8	0.8	-4.5	-3.3
- CCOC(=O)c1c(C)[nH]c(C)c1C(=O)COC(=O)c1cccc(C)c1O
    -0.6	-1.6	28.6	0.0	106.0	-3.9	-14.1	-18.0	-0.1
- Cc1csc(SCC(=O)N2CCCC2)n1
    3.5	3.9	6.7	4.0	101.0	-6.7	-0.9	4.5	-8.6

Ordered by value in VIM-2 inhibitor (lowest first): three from the list above
Molecule,VIM-2 inhibitor
Cc1csc(SCC(=O)N2CCCC2)n1,-6.7
CCOc1ccccc1NC(=O)CCS(=O)(=O)c1cccc2nsnc12,-2.7
O=C1C2CCCN2C(c2ccccc2)N1c1ccc(Cl)cc1 (stereo not drawn),0.2

The list goes on:
Order of values – HCV NS3 hel inh	PfM18AAP inh	NALP1 yeast inh	MEKK2mut PB1 HTS	MEKK2 WT-MEK5	VIM-2 inhibitor	DNA FID counter	UBC9 SUMO inh	IMP-1 inhibitor
- CCC(C(=O)NCCCc1ccccc1)c1ccccc1 (stereo not drawn)
    7.0	-7.6	34.4	-2.0	91.0	-0.9	-9.6	14.6	-2.8
- CCc1ccc(C(=O)NNC(=O)c2ccc(=O)n(C)n2)cc1
    -2.4	2.7	-2.5	7.0	111.0	-2.7	-2.2	-7.2	-3.0
- Cc1csc(C(=O)NCC(=O)NNC(=O)c2cccc(Cl)c2)c1
    5.1	0.9	13.6	0.0	93.0	-0.6	-8.9	-18.1	-1.1
- COc1cc(/C=C/C(=O)O)cc(S(=O)(=O)Nc2cccc(S(=O)(=O)N3CCOCC3)c2)c1OC
    -5.3	-4.7	·	9.0	112.0	-2.3	-36.5	15.1	-2.8
- O=C(COC(=O)COc1ccc(Cl)cc1)NC1CCCCC1
    0.8	-4.9	-5.4	5.0	108.0	-0.6	-3.0	-3.2	-1.0
- CCCOC(=S)N/C(=N\S(=O)(=O)c1ccccc1)c1ccccc1
    -3.2	4.0	·	-2.0	99.0	0.0	-2.5	-4.8	-1.1
- NNC(=O)c1sc(-c2ccc(Cl)cc2)cc1N
    1.8	8.2	-17.3	-2.0	98.0	-1.3	-3.3	-13.3	-2.3
- COc1ccc(-c2noc(CCC(=O)Nc3cc(Cl)c(OC)cc3OC)n2)cc1
    1.1	-1.9	13.4	6.0	111.0	-2.0	-4.3	14.0	-4.9
- CSCCNC(=O)c1ccc2nc(Cc3ccccc3F)oc2c1
    1.1	4.4	-1.2	2.0	95.0	-2.2	-14.1	-9.8	-1.1
- CC(=O)Nc1ccc(NC(=S)NC(=O)c2ccc([N+](=O)[O-])c(C)c2)cc1
    -2.4	4.3	10.3	1.0	101.0	-0.1	1.4	32.0	-0.9
- CCOC(=O)C1=C(C)N(C)C(=S)NC1c1ccc(Cl)cc1 (stereo not drawn)
    -3.4	0.0	9.4	11.0	103.0	-4.7	-12.2	-9.1	-0.6
- CCOC(=O)c1c(C)n(C)c2ccc(OC)c(NC(=O)CCN3CCC(Cc4ccccc4)CC3)c12
    -60.8	-0.6	20.9	10.0	106.0	0.5	18.2	5.3	-1.8
- CCOc1ccccc1N1CSC2=C(C#N)C(c3c(OC)ccc4ccccc34)CC(=O)N2C1 (stereo not drawn)
    33.2	37.1*	-7.1	5.0	100.0	6.3	-31.0	42.4	-1.9
- Nc1n[nH]c(-c2ccccc2)n1
    -6.0	-13.5	11.3	5.0	103.0	-1.6	3.3	15.5	-1.6
- CCCNS(=O)(=O)c1ccc(OCC(=O)N2CCC(C(=O)OCC)CC2)cc1
    16.4	-14.6	8.8	0.0	95.0	-0.3	-25.4	-0.9	0.0
- Cc1ccc(C(C)C)c(OCC(O)CNC2CCCC2)c1 (stereo not drawn)
    -15.1	1.5	3.0	8.0	117.0	-1.1	21.1	-11.2	-2.9
- CC/C(=N\NC(=O)c1ccc(CN(C)S(=O)(=O)c2ccc(C)cc2)cc1)c1ccc(OC(F)F)cc1
    -0.1	-5.2	34.4	-1.0	100.0	-1.5	-8.8	-6.7	-3.7
- COC(=O)c1cc(S(=O)(=O)N2CCCC(C)C2)cn1C (stereo not drawn)
    11.7	-3.0	5.8	4.0	100.0	-0.2	-9.4	·	-2.8
- O=C(O)CCCNC(=O)/C=C/c1ccco1
    9.8	21.0	21.5	-22.0	103.0	-4.4	-1.8	20.8	-2.4
- COCCn1c(SCc2ccccc2Cl)nc2c1c(=O)[nH]c(=O)n2C
    2.7	-12.7	0.0	14.0	111.0	-1.1	-20.3	15.0	-2.1
- Cc1ccc(F)cc1NC(=O)N1CCN(C2c3ccccc3-c3ccccc32)CC1
    -10.1	-9.4	9.9	-4.0	94.0	0.6	-10.1	4.0	-2.1
- COc1cccc(Oc2ccc(N/C=C/C(=O)C(C)(C)C)cc2)c1
    3.3	3.5	21.7	3.0	109.0	-2.1	-0.8	9.3	-0.7
- O=C(c1ncc[nH]1)c1ccccc1Cl
    -1.7	1.1	15.1	3.0	100.0	-0.7	-3.1	3.7	-2.4
- CCOC(=O)C1(CCCc2ccccc2)CCN(C(=O)c2cc(C)nn2CC)CC1
    -8.6	-1.4	28.2	2.0	102.0	-1.3	-65.4	5.9	-2.8
- CC(C)n1cc(CN2CCC(C(=O)Nc3ccc(Oc4ccccc4F)cc3)CC2)cn1
    -26.8	0.8	-5.2	11.0	133.0	-1.7	29.7	-0.4	-2.8
- Cc1cc(C)c(S(=O)(=O)N2CCCC2=O)cc1N(C)S(C)(=O)=O
    -2.6	-12.7	3.8	3.0	102.0	-1.0	-4.8	13.1	-1.4
- COc1ccc(/C=C/C(=O)Nc2c(C)nn(C)c2C)cc1COc1ccc(Br)cc1
    -1.4	3.5	-10.2	-3.0	97.0	-4.5	-12.6	10.2	-4.2
- O=C(Cn1cccn1)N1CCCC(N2CCN(Cc3ccc4c(c3)OCO4)CC2)C1 (stereo not drawn)
    8.9	4.5	8.0	1.0	97.0	-2.9	-2.2	4.7	-3.4
- COc1ccc(CNS(=O)(=O)c2cccc(S(=O)(=O)N3CCOCC3)c2)cc1
    5.6	-5.7	-10.7	-2.0	98.0	-4.8	-11.5	13.4	-4.4
- O=c1cc(COc2ncnc3ccccc23)nc2sccn12
    4.5	-0.6	1.0	-1.0	100.0	-4.2	1.9	4.6	-4.3
- CCN(CC)C(=O)CSc1nc2c(sc(=S)n2-c2ccccc2)c(=O)n1-c1ccc(OC)c(OC)c1
    3.4	-2.4	12.4	-2.0	101.0	0.0	-47.5	-6.3	0.5
- CCCCOc1ccc(C2CC(=O)N(C)C2=O)cc1 (stereo not drawn)
    -5.8	-3.8	-15.3	3.0	106.0	-1.4	-8.0	-23.5	-3.0
- CCOc1ccccc1Nc1nc2ccccc2n2cnnc12
    11.8	-0.7	19.3	-2.0	104.0	-3.0	-11.8	6.2	-3.5
- Cn1c(=O)[nH]c(=O)c2c1nc(Sc1nc3ccccc3s1)n2Cc1ccccc1
    -3.0	-9.1	16.2	5.0	101.0	-1.1	-12.2	11.3	-0.8
- O=C(Nc1c(C(=O)C2CC2)oc2ccccc12)c1ccc(Cl)cc1
    4.7	-5.7	25.2	1.0	111.0	-1.5	-3.5	-9.5	-0.1
- COc1cc2c(cc1OC)C(c1ccccc1F)OC(=O)C2 (stereo not drawn)
    5.6	9.4	14.4	13.0	105.0	-3.5	-1.1	4.7	-2.6
- COc1ccc(NC(=O)N2CCN(c3cccc(C(F)(F)F)c3)CC2)cc1
    -0.3	8.6	43.1	-21.0	0.0*[inhibitor]	1.9	-8.4	-9.2	0.0
- O/N=C/c1ccnc(SCc2ccc(Cl)cc2)n1
    16.7	16.0	5.1	-32.0	67.0	0.5	-5.3	-5.0	-0.7
- CCOc1ccc2ncc(C(=O)c3ccc(OC)cc3)c(N3CCN(CC)CC3)c2c1
    -19.9	2.8	-0.1	1.0	499.0*	-1.4	-3.1	15.7	-1.6
- CC(C)(C)OC(=O)NNC(=O)NC12CC3CC(CC(C3)C1)C2
    2.0	6.2	-5.9	-6.0	96.0	-1.0	-15.7	-6.6	-0.9

Assay outcomes: PubChem, several laboratories
